# Assay outcomes as filed in PubChem BioAssay.
# Tn6 DDE FP = DD(E)-Tn6 binding inhibition, primary FP screen; P02675; Fibrin DD(E) TRITC-Tn6 fluorescence polarization displacement; inhibition, % at 8.3 µM; 370,000 compounds, 0.21% hits; AID 720509;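 active = inhibition above a per-campaign cutoff: mean of compounds within control limits plus 3 SD, cut at about 15% in these data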;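 note: 0% = median of all compound wells on the plate and 100% = blocking peptide control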
# ARFGAP1 inhibitor = inhibits rat ARF GTPase activating protein 1. Q62848. Arfgap1-stimulated ARF1 GTP hydrolysis, GDP FP detection. inhibition, % at 16.5 µM. 360,000 compounds, 0.26% hits. AID 651572;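 active = inhibition above a per-plate limit, mean inhibition of low control wells plus 3 SD, cut at about 25% in these data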;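 note: 0% = DMSO wells with enzyme and 100% = wells lacking Arfgap1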
#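 Replicates: Single well per compound | Assay system: Truncated rat Arfgap1 GAP domain | Control set: No-Arfgap1 wells (100%) versus DMSO full-reaction wells (0%) | Times: Enzyme reaction 120 min at 25 °C after 20 min preincubation | Reagent: Human ARF1(Δ1-17)-GTP substrate | Measured by: Tracer-displacement fluorescence polarization with EDTA stop, 620/688 nm | Measure: Percent inhibition of Arfgap1-stimulated GTP hydrolysis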
# ADAM17 inh = inhibits human ADAM17; AID 720648; inhibition, % at 6.95 µM; P78536; 370,000 compounds, 0.83% hits; recombinant ADAM17, EDANS/DABCYL FRET peptide cleavage;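 active = inhibition above the mean of compounds lying between control limits plus 3 SD, set per campaign, cut at about 8.5% in these data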;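 note: 0% = DMSO-only wells as the low control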
# TDP2 inh = TDP2 (human) inhibition, absorbance primary screen | inhibition, % at 12.8 µM | AID 720702 | O95551 | recombinant TDP2, T5PNP hydrolysis, p-nitrophenol absorbance 415 nm | 370,000 compounds, 0.34% hits;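 active = inhibition above the mean of all tested compounds plus 3 SD, set per campaign, cut at about 25% in these data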;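 note: 0% = DMSO with enzyme and 100% = buffer with substrate but no TDP2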
#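 test system = human TDP2 enzyme | input = TDP2 enzyme at 120 nM final | medium = 50 mM Tris-HCl pH 7.5 with Mg2+, KCl, DTT, BSA | also added = T5PNP substrate, 5 mM | times = 2 h at 37 °C | technique = epi absorbance | benchmarks = high control without enzyme, low control DMSO plus TDP2 | replication = each compound tested once, singlicate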
# ASAP1 inh = blocks human ASAP1-stimulated Arf1 GTP hydrolysis. 360,000 compounds, 0.19% hits. inhibition, % at 16.5 µM. GDP FP detection. Q9ULH1; in the data active = inhibition above about 25%;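 note: 0% = vehicle with enzyme and substrate and 100% = no enzyme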
# Tn7 DDE FP = inhibitors of Tn7 peptide binding to human fibrin DD(E) | P02675 | FP displacement of FITC-Tn7 peptide from fibrin DD(E); 0% = median of compound wells per plate | inhibition, % at 8.3 µM | 370,000 compounds, 0.13% hits | AID 720508;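 active = inhibition above the mean of compounds falling within the control limits plus 3 SD of them, cut at about 14% in these data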;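 note: 0% = plate median of compound wells and 100% = 10 µM Aha-Tn7 peptide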
#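 System: human fibrin DD(E); quantity: Fibrin-DD(E) at 2 µM final; also added: fluorescent Tn7 probe at 0.1 µM; compound dosing: single nominal test concentration of 8.3 µM per compound; schedule: 10 min preincubation, 3 h with tracer, room temperature; detection: fluorescence polarization of the labelled Tn7 tracer; repeats: one replicate per compound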
# PLC-gamma1 inh = PLC-gamma1 (human) inhibition, primary screen. P19174. purified PLC-gamma1, fluorogenic substrate, fluorescence. inhibition, % at 12.2 µM. 370,000 compounds, 0.84% hits. AID 720700; in the data active = inhibition above about 9.5%
# SIAE inh = human SIAE inhibition, primary screen. 370,000 compounds, 0.69% hits. inhibition, % at 9.66 µM. Q9HAT2. SIAE FP-Rh probe binding, fluorescence polarization;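 active = inhibition above a cutoff: mean of compounds within the control limits plus 3 SD of those, cut at about 17% in these data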;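 note: 0% = plate median of compound wells and 100% = probe without SIAE protein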
# Target sequence (Q9HAT2 whole entry, looked up): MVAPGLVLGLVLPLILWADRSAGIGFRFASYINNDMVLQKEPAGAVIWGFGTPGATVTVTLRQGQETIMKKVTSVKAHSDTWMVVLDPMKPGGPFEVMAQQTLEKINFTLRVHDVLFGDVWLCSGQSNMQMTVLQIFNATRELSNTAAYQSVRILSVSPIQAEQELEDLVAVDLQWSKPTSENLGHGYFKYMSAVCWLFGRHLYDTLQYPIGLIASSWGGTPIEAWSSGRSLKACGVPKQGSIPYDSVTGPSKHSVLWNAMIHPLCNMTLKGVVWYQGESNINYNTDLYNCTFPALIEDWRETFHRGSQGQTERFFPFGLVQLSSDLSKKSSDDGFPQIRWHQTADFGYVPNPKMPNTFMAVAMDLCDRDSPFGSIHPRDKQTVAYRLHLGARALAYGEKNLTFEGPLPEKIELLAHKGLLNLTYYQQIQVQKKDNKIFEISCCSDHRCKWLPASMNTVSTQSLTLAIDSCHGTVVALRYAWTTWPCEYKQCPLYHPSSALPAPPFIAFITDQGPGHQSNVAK
# ADAM10 inh = ADAM10 inhibition, QFRET primary screen; O14672; recombinant ADAM10, EDANS/DABCYL FRET peptide cleavage, 3 h; 370,000 compounds, 0.62% hits; inhibition, % at 7 µM;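 active = inhibition above a per-campaign cutoff equal to the mean of compounds falling between control-based bounds plus 3 SD, cut at about 20% in these data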;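 note: 0% = DMSO wells while the 100% control is not disclosed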
# Target sequence (O14672 214-748 limits assumed): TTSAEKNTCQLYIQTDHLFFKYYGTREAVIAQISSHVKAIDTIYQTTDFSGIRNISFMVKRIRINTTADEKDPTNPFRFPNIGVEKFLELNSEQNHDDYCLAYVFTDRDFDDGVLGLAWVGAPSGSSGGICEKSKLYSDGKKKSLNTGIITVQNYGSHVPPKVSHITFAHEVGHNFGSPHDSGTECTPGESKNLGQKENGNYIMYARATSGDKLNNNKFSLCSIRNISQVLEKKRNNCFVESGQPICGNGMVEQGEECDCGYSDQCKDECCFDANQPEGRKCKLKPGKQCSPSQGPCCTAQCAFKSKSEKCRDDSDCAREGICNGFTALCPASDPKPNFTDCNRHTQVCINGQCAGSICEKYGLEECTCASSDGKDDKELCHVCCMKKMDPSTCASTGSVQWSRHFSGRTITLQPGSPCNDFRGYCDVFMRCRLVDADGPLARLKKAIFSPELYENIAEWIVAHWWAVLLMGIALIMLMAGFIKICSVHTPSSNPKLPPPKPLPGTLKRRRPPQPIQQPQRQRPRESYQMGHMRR
# PLCb3 inh = blocks human PLC-beta3 enzyme activity. Q01970. Purified PLC-beta3, fluorogenic substrate, fluorescence. inhibition, % at 12.2 µM. 370,000 compounds, 0.18% hits. AID 720704; in the data active = inhibition above about 11%;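 note: 0% = median of compound wells on plate and 100% = full blocker control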
# Starred values were filed as active, the others as inactive.
SMILES,Tn6 DDE FP,ARFGAP1 inhibitor,ADAM17 inh,TDP2 inh,ASAP1 inh,Tn7 DDE FP,PLC-gamma1 inh,SIAE inh,ADAM10 inh,PLCb3 inh
CN(C)CCNS(=O)(=O)c1ccc(Cl)cc1,5.2,1.9,-6.6,1.4,4.8,4.3,-2.5,0.6,-7.8,-0.7
c1ccc2c(c1)Cn1c-2nc2ccccc21,-0.1,-9.5,1.8,-10.6,-5.9,1.8,-1.4,2.7,-12.5,-0.4
CC1CCCN(C(=O)CCCC(=O)N2CCCC(C)C2)C1 (configuration not stated),5.8,2.4,1.4,-13.7,4.0,2.2,-0.8,-5.0,-0.4,-1.3
NC(=O)c1nsc(C(=O)N(Cc2ccco2)C(C(=O)NCC2CCCO2)c2ccc(F)cc2)c1N (configuration not stated),1.4,4.2,-32.3,0.7,-1.2,-4.9,-37.5,2.5,-91.0,-57.4
COc1cc2cc(CCCOC(=O)c3ccc(Br)cc3)oc(=O)c2cc1OC,-4.8,13.0,-5.5,-3.0,11.4,1.8,-14.4,-10.5,-20.2,-23.6
COc1ccc(CN2CCC[C@]3(N[C@H](c4ccc(C)cc4)[C@@H]4C(=O)N(C)C(=O)[C@@H]43)C2=O)cc1,-1.7,-13.6,0.9,-5.9,3.0,2.2,-1.8,-3.4,9.2,1.4
O=C(CN(C(=O)c1ccccc1)C(=O)c1ccccc1)OCc1ccccc1,-0.1,16.1,-1.5,-4.7,9.2,7.4,0.8,-2.7,1.2,4.8
O=C(CN1C(=O)C2CC=CCC2C1=O)NCc1cccs1 (configuration not stated),5.8,-6.2,-1.6,-2.6,1.5,0.2,0.3,-4.5,-0.2,0.3
COCCN1CCN(C(=O)c2cc(COc3ccc(Cl)cc3OC)on2)CC1,3.2,-4.2,-3.6,11.0,-17.6,6.5,-4.9,-4.1,1.9,-7.5
COc1ccccc1N1CCN(S(=O)(=O)CCNC(=O)Cc2ccc(F)cc2)CC1,3.2,-12.3,-3.5,-1.8,-5.5,1.0,2.9,1.4,-7.0,-7.2
O=C(/C=C/c1ccc(F)cc1)N1CCCN(C(=O)/C=C/c2ccc(F)cc2)CC1,-5.0,12.2,2.1,7.7,5.0,-4.1,5.4,-1.0,-5.8,-1.8
Cc1cc(S(=O)(=O)NCCc2ccncc2)cc(C)c1F,5.3,-0.3,-0.8,14.2,11.1,6.4,0.0,-0.3,1.6,-6.0
C[C@H]1CN([C@@H](C)CO)C(=O)CCCn2cc(nn2)CO[C@@H]1CN(C)C(=O)Nc1ccccc1F,3.9,4.6,0.9,4.5,9.7,0.3,7.6,-2.1,8.1,2.5
Cc1ccsc1C(=O)N1CCN(c2ncc(C(F)(F)F)cc2Cl)CC1,-1.8,-10.4,-3.2,-3.7,5.2,-6.5,1.8,5.5,-7.8,-7.8
O=Cc1c(N2CCN(c3ccccc3)CC2)nc2ccccn2c1=O,0.6,-1.2,0.5,8.7,-6.0,-0.3,-0.4,-3.7,-6.1,-0.9
CCC(C)NC(=O)C(=O)NC1CCCC1 (configuration not stated),-0.7,-5.5,-1.8,3.0,-4.5,0.3,1.3,3.9,-5.3,-0.3
Cc1cc(C(=O)O)c(CSCc2cc(C(=O)O)oc2C)o1,3.0,0.1,-1.1,10.5,1.1,0.3,0.6,6.5,-6.5,2.2
CC(C)Nc1nc(N(c2ccccc2)c2ccccc2)nc(-n2ccnc2)n1,1.5,-5.7,-2.6,-7.0,-0.7,5.6,-2.4,4.9,-9.9,0.6
O=C(Nc1cc(C(F)(F)F)ccc1N1CCOCC1)c1ccncc1,0.3,2.1,-3.1,7.4,-12.9,3.7,-3.6,-0.5,-5.9,-5.0
Cc1cc(NN=Cc2ccccn2)nc2c(C)cccc12,2.1,7.4,-5.2,1.2,-2.5,0.7,-3.8,1.4,-4.4,-2.4
Cc1ccc(S(=O)(=O)N2CCCOC2CNC(=O)C(=O)NCc2cccs2)cc1 (configuration not stated),-10.1,-18.6,0.3,6.2,12.1,-5.4,1.7,3.5,1.2,1.8
O=C(O)c1ccc(CNC(=O)C2CCCN2C(=O)OCc2ccccc2)cc1 (configuration not stated),4.9,6.1,-4.8,8.6,-2.3,7.3,2.1,0.7,-0.8,-8.3
CCOC(=O)c1cnc(Nc2nc3ccccc3o2)nc1C,-8.1,-0.3,-1.9,-0.6,1.6,7.2,0.6,0.6,2.7,-1.2
CC(C)c1ccc(OCC(=O)NNC(=S)NC(=O)C2CC2)cc1,10.1,1.8,-0.9,5.0,-15.3,7.1,-3.1,2.1,-2.2,-5.6
COc1ccc2nc(NC(=O)c3cccc(S(=O)(=O)N4CCOCC4)c3)sc2c1,-1.2,-4.7,-3.2,-1.6,-5.9,13.5,-85.1,-11.4,-14.1,-103.8
CCCn1c(SCC(=O)N2CCN(C(C)=O)CC2)nc2sc3c(c2c1=O)CCC3,-2.7,4.9,8.3,-25.3,-8.8,3.6,2.7,-8.5,-0.9,-0.4
Cn1c(COc2ccccc2Br)nc2ccccc21,-1.1,-8.4,1.1,11.1,19.2,-2.1,2.0,-2.2,6.1,-5.0
Cc1nnc(SCC(=O)NC2CCCc3ccccc32)n1-c1ccccc1 (configuration not stated),1.5,-4.0,2.7,-1.8,-0.2,-3.4,11.1*,1.0,2.5,4.7
Cc1ccc(OCCN2C(=O)C(=O)c3cc(C)ccc32)cc1,-4.6,-5.6,-3.2,10.1,-0.1,-2.6,2.5,-7.0,-3.5,-8.4
C[C@@H]1COc2cc(NCCO)ccc2S(=O)(=O)N1,1.4,-8.4,0.5,1.6,1.3,7.8,2.6,3.1,4.1,1.2
O=C(NCc1ccc(F)cc1F)c1cc(COc2c(F)cccc2F)on1,-5.1,-3.5,-1.6,-2.7,12.0,-0.1,-7.2,4.5,-3.6,-14.1
O=C(OCC(=O)N1CCCC1)c1ccc(O)cc1,-5.4,2.1,-4.3,-7.2,1.6,0.7,3.6,0.7,1.6,-7.4
CC(NCc1cccs1)c1ccccc1 (configuration not stated),-1.9,4.5,-2.1,1.7,-4.8,3.5,0.2,-2.9,3.0,0.4
O=C(O)CCC(=O)NNC(=O)c1ccc([N+](=O)[O-])cc1,4.1,3.1,-4.4,11.4,-0.2,-3.9,-0.3,12.3,-1.4,-51.4
COc1ccc2nc(SC(C)C(=O)NCC(=O)Nc3ccc(F)c(F)c3F)[nH]c2c1 (configuration not stated),-2.9,-2.6,-1.3,-8.4,10.1,-2.5,-0.2,2.0,0.2,2.5
COc1ccc(OC)c(CNC(=O)CCc2cn(C)c3ccccc23)c1,2.2,5.5,-1.5,2.6,1.8,-5.1,-1.2,1.6,-1.6,-7.6
CCCNS(=O)(=O)c1ccc(CCC(=O)N2CCN(CC)CC2)cc1,-6.2,9.6,-5.7,-5.9,0.7,-4.1,-1.3,-5.2,5.8,-0.1
Clc1ccc(-c2cc(C3CCNCC3)[nH]n2)c(Cl)c1,4.6,-10.6,-0.3,0.1,2.4,6.4,1.1,-2.8,-0.2,1.0
CCOC(=O)c1c(C)[nH]c(C(=O)COC(=O)C2(C)CC2(Cl)Cl)c1C (configuration not stated),0.6,2.9,1.9,6.6,0.2,0.3,2.8,10.1,2.7,1.4
O=C(c1ccccc1CCc1ccccc1)N1CCOCC1,4.0,0.2,-4.7,13.9,3.2,7.4,0.7,1.5,-3.2,-0.3
COc1cc(NC(=O)CCl)ccc(=O)c1,5.6,-0.1,-2.6,4.7,3.4,-3.3,2.1,1.7,-2.4,3.5
CCCCn1c(SCC(=O)N2CCOCC2)nc2c1c(=O)n(C)c(=O)n2C,0.1,13.3,0.6,4.7,-9.8,-1.7,-0.2,-0.2,1.2,-5.5
Cc1ccc(S(=O)(=O)N(C)c2ccc(OC(C)C(=O)N3CCCC3)cc2)cc1C (configuration not stated),-6.4,3.1,-0.6,-6.6,2.0,-9.1,3.1,-10.6,2.3,4.9
COc1ccc(C2CC(c3cccs3)=NN2C(=O)CSC2=NN3CCCC(=O)N=C3S2)cc1 (configuration not stated),-2.0,-0.3,-1.2,8.1,18.4,3.7,-20.2,-6.8,-9.9,-28.0
Cc1cc(C)nc(SCc2ccc(C(=O)NNC(=O)Nc3cccc(Cl)c3)cc2)n1,-1.1,10.5,6.0,-9.8,-4.6,-9.0,-2.4,-21.2,6.3,4.5
CSCCC(NC(=O)c1ccco1)C(=O)NCc1ccc(F)cc1 (configuration not stated),6.0,-5.5,-1.7,-3.8,-12.9,7.6,-1.7,-1.9,1.3,-0.1
CN(CC(=O)Nc1cccc(S(=O)(=O)N2CCCC2)c1)Cc1ccccc1,4.6,-1.8,-1.4,3.2,-6.5,-9.5,-2.6,3.9,-5.6,-7.7
O=C(Cc1ccc(Br)cc1)OCC(=O)N1CCCCCC1,-5.8,6.3,-0.8,-5.5,-4.2,1.0,0.2,3.1,0.0,3.0
CC(=O)Nc1ccc(S(=O)(=O)Nc2nccc(C)n2)cc1,1.1,-1.5,4.5,-20.2,-8.6,2.6,-1.4,4.7,-2.0,-7.6

# Filtered by structure, those above with two or more sulfur atoms (four)
SMILES,Tn6 DDE FP,ARFGAP1 inhibitor,ADAM17 inh,TDP2 inh,ASAP1 inh,Tn7 DDE FP,PLC-gamma1 inh,SIAE inh,ADAM10 inh,PLCb3 inh
Cc1ccc(S(=O)(=O)N2CCCOC2CNC(=O)C(=O)NCc2cccs2)cc1 (configuration not stated),-10.1,-18.6,0.3,6.2,12.1,-5.4,1.7,3.5,1.2,1.8
COc1ccc2nc(NC(=O)c3cccc(S(=O)(=O)N4CCOCC4)c3)sc2c1,-1.2,-4.7,-3.2,-1.6,-5.9,13.5,-85.1,-11.4,-14.1,-103.8
CCCn1c(SCC(=O)N2CCN(C(C)=O)CC2)nc2sc3c(c2c1=O)CCC3,-2.7,4.9,8.3,-25.3,-8.8,3.6,2.7,-8.5,-0.9,-0.4
COc1ccc(C2CC(c3cccs3)=NN2C(=O)CSC2=NN3CCCC(=O)N=C3S2)cc1 (configuration not stated),-2.0,-0.3,-1.2,8.1,18.4,3.7,-20.2,-6.8,-9.9,-28.0
